# Source: PubChem BioAssay (The Scripps Research Institute Molecular Screening Center)
# V1aR counter: agonists of human V1a receptor, primary screen, counter-screen for OXTR agonist project, fluorescence, CHO-V1R cells. Vasopressin V1a receptor (Homo sapiens), P37288. Fluo-8 calcium fluorescence, agonist mode; 0% DMSO, 100% 3 nM vasopressin. activation, % at 3 µM. hit rate 0.25% among 320,000. AID 2797, 2010;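 active means activation above the mean activation of all tested compounds plus 3 SD, per screening run, cut at about 20% in these data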;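 further: signal is peak over basal fluorescence ratio across a 100 second FLIPR read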
# Target sequence (P37288 whole entry, looked up): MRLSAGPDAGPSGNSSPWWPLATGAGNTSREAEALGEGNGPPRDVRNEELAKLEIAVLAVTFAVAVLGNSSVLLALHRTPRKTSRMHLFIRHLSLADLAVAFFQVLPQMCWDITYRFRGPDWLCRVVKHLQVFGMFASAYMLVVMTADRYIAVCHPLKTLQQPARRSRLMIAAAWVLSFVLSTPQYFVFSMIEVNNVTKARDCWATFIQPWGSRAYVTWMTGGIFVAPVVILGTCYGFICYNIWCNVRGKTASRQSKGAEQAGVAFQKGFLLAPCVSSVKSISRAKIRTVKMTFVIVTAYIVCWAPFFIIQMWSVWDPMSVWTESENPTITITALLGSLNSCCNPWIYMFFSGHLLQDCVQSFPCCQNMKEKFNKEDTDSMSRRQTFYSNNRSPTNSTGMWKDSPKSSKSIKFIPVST
# OXTR agonist: human OXTR agonists, primary screen, fluorescence, CHO-OTR cells, Fluo-8 calcium; Oxytocin receptor (Homo sapiens), P30559; Fluo-8 calcium fluorescence; normalized: DMSO 0%, oxytocin 100%; activation, % at 3 µM; hit rate 0.32% among 320,000; AID 2435, 2010;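 active means activation above the mean of all tested compounds plus 3 SD, cutoff set per screening run, cut at about 20% in these data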;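 further: peak over basal fluorescence ratio from a 100 s FLIPR kinetic read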
# Target sequence (P30559 whole entry, looked up): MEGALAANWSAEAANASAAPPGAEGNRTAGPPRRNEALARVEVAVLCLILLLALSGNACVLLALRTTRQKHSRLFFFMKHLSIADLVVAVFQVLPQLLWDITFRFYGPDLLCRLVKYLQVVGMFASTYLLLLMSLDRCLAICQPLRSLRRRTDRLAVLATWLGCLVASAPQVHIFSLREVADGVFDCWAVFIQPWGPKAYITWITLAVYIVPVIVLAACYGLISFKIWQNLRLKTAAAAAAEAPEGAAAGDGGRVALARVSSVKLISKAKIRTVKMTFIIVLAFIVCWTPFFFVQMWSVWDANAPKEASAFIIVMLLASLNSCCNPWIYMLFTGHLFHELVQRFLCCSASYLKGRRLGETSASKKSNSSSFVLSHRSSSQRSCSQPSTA
# GalR3 antagonist: GalR3 antagonists in HEK293 cells, primary screen, cell-based, fluorescence readout | Galanin receptor type 3 (Homo sapiens), O60755 | inhibition, % at 3 µM | hit rate 0.44% among 360,000 | HEK293 GalR3-CNG cAMP membrane potential fluorescence; galR3 body fused to GalR1 C-terminus;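 active means inhibition above the screen-wide average plus 3 SD, cut at about 13% in these data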;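 further: forskolin and galanin both at EC90 stimulate the cells; cAMP rise reported by CNG channel membrane potential dye signal; 0% = forskolin plus galanin with DMSO and 100% = forskolin alone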
# * = called active by the depositor; & = joins results of further samples. These rows are one share of the data; count on the stated rates, not on these rows.
# Below each SMILES – V1aR counter	OXTR agonist	GalR3 antagonist
CC(=O)N1CCN(c2ccc(N)cc2)CC1
  1.1	2.9	2
CCCCN(C(=O)c1c(-c2ccccc2)noc1C)c1c(N)n(CCC)c(=O)[nH]c1=O
  0.5	1.2	-7
CCOc1ccc(CCNC(=O)COC(=O)CNS(=O)(=O)c2ccc(NC(C)=O)cc2)cc1OCC
  -0.6	-0.3	0
CCCCn1c(N)c(N(CCOC)C(=O)C2CCN(S(=O)(=O)c3ccc(F)cc3)CC2)c(=O)[nH]c1=O
  1.0	0.6	-3
Cc1cnc(C(=O)OCC(=O)Nc2sc3c(c2C#N)CCC3)cn1
  -0.3	0.0	-2
COC(=O)[C@]1(Cc2ccccc2)N[C@H](CN(C)C(=O)Nc2ccc(C(F)(F)F)cc2)[C@@H]2C(=O)N(Cc3ccccc3)C(=O)[C@@H]21
  3.6	1.3	-7
CCN(C(=O)COC(=O)c1ccccc1NCCO)c1cccc2ccccc12
  0.6	2.2	-7
Cc1cc(C)c(NC(=O)CNC(=O)c2cc(C3CC3)nn2-c2ccccc2)c(C)c1
  -0.2	-2.4	-5
O=C(NCCCN1CCOCC1)C1CCN(S(=O)(=O)c2cccc(Cl)c2Cl)CC1
  -0.8	-0.3	-6
C[C@@H]1CN([C@@H](C)CO)C(=O)c2cccc(NS(=O)(=O)c3ccc(F)cc3)c2O[C@H]1CN(C)C(=O)NC1CCCCC1
  1.1	2.6	0
O=C(COc1ccc(Cl)c(Cl)c1)NC1CCS(=O)(=O)C1 (centres undefined)
  0.1	1.2	-4
COc1ccc(NC(=O)CN(C)C(=O)CSc2nc3ccccc3s2)cc1
  -0.5	-1.3	-2
Cc1cc(NC(=O)COC(=O)c2nccnc2N)n(-c2ccccc2)n1
  1.1	1.0	-5
COc1ccc(C2=NOC(Cn3nc(-c4ccccc4C)cc3C(=O)O)C2)cc1 (centres undefined)
  -0.8	-0.5	6
CCOc1ccccc1Nc1nnc(SCC(=O)NC2CCS(=O)(=O)C2)s1 (centres undefined)
  1.2	0.9	-2
COc1ccc(NC(=O)c2ccc(S(=O)(=O)N3CCCCC3)cc2)cc1OC
  0.3	0.3	-1
C=CC[C@H](CC(=O)OC(C)(C)C)C(=O)OC[C@@H]1CCCN1C(=O)[C@@H](CC=C)CC(=O)NCCO
  -0.1	0.9	-2
Cc1ccc(S(=O)(=O)NC(C)(C)C)cc1C(=O)OCC(=O)N1CCCC1=O
  0.8	1.4	-2
Nc1ccc(C(=O)N2CCN(S(=O)(=O)c3ccc4c(c3)OCCCO4)CC2)cc1[N+](=O)[O-]
  7.7	11	6
O=C1CC(NS(=O)(=O)c2ccccc2)CN1c1ccc2c(c1)OCCO2 (centres undefined)
  0.4	0.4	4
CCC(Oc1ccccc1)C(=O)Nc1cc(C(F)(F)F)ccc1N1CCOCC1 (centres undefined)
  3.2	-2.2	-5
CC1CC(C)(C)CC2(C1)NC(=O)N(CC(=O)N(Cc1ccccc1)c1ccccc1)C2=O (centres undefined)
  0.1	-1.3	-4
COC(=O)[C@@](C)(O)C1(C(=O)SC(C)(C)C)CC1
  0.2	-1.1	-2
COc1ccc(NC(=O)CNC(=O)c2sc3ccccc3c2Cl)c(OC)c1
  0.5	0.6	-3
CN(C)CCCn1c2c(c(SCC(=O)Nc3ccc4c(c3)OCO4)nc1=O)CCC2
  -0.6	0.2	-4
CCN(CC(=O)NCc1cccs1)C(=O)c1ccc(C)o1
  -0.1	2.1	-4
Cc1ccc(NC(=O)COC(=O)CN2CCCCCC2=O)cc1C
  1.0	0.6	-4
O=C(NCC(c1cccs1)N1CCOCC1)C1CCN(S(=O)(=O)c2c(Cl)cccc2Cl)CC1 (centres undefined)
  1.5	-0.1	-3
O=C(Cc1c(F)cccc1Cl)N1CCN(S(=O)(=O)c2cccc(F)c2)CC1
  -0.4	-0.1	0
CC1(C)Oc2cc3oc(-c4cc(O)cc(O)c4)cc3cc2CC1O (centres undefined)
  -0.1	-0.3	1

# Remaining list, next part
# Below each SMILES – V1aR counter	OXTR agonist	GalR3 antagonist
COc1ccc(S(=O)(=O)Nc2ccc3c(c2)C(=O)N([C@H](C)CO)C[C@H](C)[C@@H](CN(C)S(=O)(=O)c2cccs2)O3)cc1
  1.1	-0.4	0
O=C(COc1ccc(Cl)cc1Br)NCC(c1ccco1)N1CCCC1 (centres undefined)
  0.7	0.5	-5
O=C(CN1C(=O)c2ccccc2C1=O)OCC(=O)N1CCN(c2ccccc2)CC1
  -0.3	0.8	-1
Cc1cc(CNC(=O)C2(C(F)(F)F)C/C(=C\CCO)CCCO2)nn1C (centres undefined)
  0.9	0.5	-3
CC1Cc2ccccc2N1C(=O)COC(=O)c1ccc(Cl)c(S(=O)(=O)N2CCOCC2)c1 (centres undefined)
  2.5	1.4	-7
Cc1cc(C)n2nc(SCC(=O)N3CCN(c4ccc(F)cc4)CC3)nc2n1
  0.5	-0.9	-1
CCOC(=O)c1oc2ccc(Br)cc2c1COC(=O)C1=COCCO1
  0.4	-1.5	0
Cc1noc(C)c1C(=O)OC(C)C(=O)NC(C)c1ccc(Cl)cc1Cl (centres undefined)
  8.0	7.4	-6
Cc1ccc(N)c([N+](=O)[O-])c1
  0.4	0.6	0
Cc1cccc(C)c1NC(=O)C(=O)NCC1CCCN1S(=O)(=O)c1cccs1 (centres undefined)
  -0.5	1.6	-5
COc1cccc(NC(=O)CN(C)C(=O)CCNS(=O)(=O)c2ccc(C)cc2)c1
  -0.9	-0.7	-1
CCOc1cc(C(=O)Nc2ccc(S(=O)(=O)Nc3onc(C)c3C)cc2)cc(OCC)c1OCC
  0.8	1.0	-4
O=C(Cn1cnc2ccccc2c1=O)NNC(=O)c1ccccc1F
  1.0	0.7	-4
CCN(CC)c1ccc(S(=O)(=O)N2CCCCC2)cc1NC(=O)C1=COCCO1
  -1.6	-1.9	-6
Cn1nnnc1SCC(=O)Nc1ncc(Cl)cc1Cl
  -1.1	0.6	-2
CN1CCN(S(=O)(=O)c2cccc(C(=O)Nc3cc(Cl)ccc3N3CCOCC3)c2)CC1
  -0.6	0.4	-4
CC(C)CC1NC(=O)c2ccc(Cl)cc2-n2c1nc1cc(F)ccc1c2=O (centres undefined)
  -0.9	-2.5	-7
C[C@H]1NC(=O)[C@@]2(C)[C@H](c3ccccc3)[C@H]3COc4ccccc4[C@@H]3N2C1=O
  0.0	-0.2	-7
O=C(Cc1ccc(S(=O)(=O)N2CCOCC2)s1)Nc1cc(C(F)(F)F)ccc1N1CCCC1
  0.1	-0.2	-3
CSCCC(NC(=O)c1ccccc1Br)C(=O)N1CCCCCCC1 (centres undefined)
  -0.5	-0.7	5
O=C(COC(=O)Cc1ccc(Br)cc1)NC1CC1
  -0.4	1.1	-1
CCN1C(=O)[C@@H]2[C@@H](c3ccc(-c4ccc(Cl)c(Cl)c4)c(OC)c3)N3CCCC[C@@]3(C(=O)OC)[C@@H]2C1=O
  -0.7	0.3	13*
O=C(Cc1cccs1)N1CCN(S(=O)(=O)c2cc(Cl)ccc2Cl)CC1
  -0.5	-1.7	5
Cc1ccc(Cn2c(C3CCCN3c3nc(-c4ccc(F)cc4)cs3)nc3cc(Cl)c(Cl)cc32)cc1 (centres undefined)
  1.0	0.4	-3
CN(C)C(CNC(=O)CCNS(=O)(=O)c1ccccc1C(F)(F)F)c1ccccc1 (centres undefined)
  0.4	0.4	-1
Cc1cc(C)cc(N(CCC#N)C(=O)CSc2nc3ccccc3c(=O)[nH]2)c1
  7.2	8.1	0
Cn1c(N)c(C(=O)CSc2nnc(Cc3cccs3)n2C2CC2)c(=O)n(C)c1=O
  0.1	-1.0	-4
COc1ccc(Cl)cc1-c1nc(SCC(=O)NC2CCCC2)n[nH]1
  0.0	-0.6	-1
CC1CCCC(C)N1C(=O)COC(=O)C1CCN(S(=O)(=O)c2ccc3c(c2)OCCO3)CC1 (centres undefined)
  1.3	1.2	-4
O=C(COC(=O)c1ccc(Br)c(S(=O)(=O)N2CCOCC2)c1)NCCc1ccccc1
  4.9	2.6	0

# Quoted from the entries so far, 2 compounds:
# Below each SMILES – V1aR counter	OXTR agonist	GalR3 antagonist
COc1ccc(S(=O)(=O)Nc2ccc3c(c2)C(=O)N([C@H](C)CO)C[C@H](C)[C@@H](CN(C)S(=O)(=O)c2cccs2)O3)cc1
  1.1	-0.4	0
O=C(COc1ccc(Cl)cc1Br)NCC(c1ccco1)N1CCCC1 (centres undefined)
  0.7	0.5	-5

# (further entries)
# Below each SMILES – V1aR counter	OXTR agonist	GalR3 antagonist
CC(=O)NS(=O)(=O)c1ccc(NC(=O)c2cccc(OCc3c(C)noc3C)c2)cc1
  0.5	0.2	-3
Cc1cc(C)c(S(=O)(=O)N2CCCCC2CCNC(=O)C(=O)NCc2ccccn2)c(C)c1 (centres undefined)
  -0.7	-1.5	-1
Cc1ccc(CNC(=O)C2CCN(c3nc(C)cc(C)n3)CC2)cc1
  0.3	-0.2	-4
O=C(COC(=O)c1cccc([N+](=O)[O-])c1)Nc1ccc(Cl)cn1
  0.0	-0.3	0
CN(C(=O)CSc1ncnc2ccccc12)C1CCS(=O)(=O)C1 (centres undefined)
  -0.1	0.8	-4
CC(=O)N1CCN(C(=O)c2cccc(S(=O)(=O)N3CCN(c4ccc(F)cc4)CC3)c2)CC1
  -0.7	-1.7	-3
COc1ccc(-c2nc(SCC(=O)N(CC(C)C)c3c(N)n(Cc4ccccc4)c(=O)[nH]c3=O)n[nH]2)cc1
  0.4	1.4	-2
O=C(CN1C(=O)NC2(CCCCC2)C1=O)NCCc1ccc(Cl)cc1Cl
  0.3	0.1	-5
C[C@H]1Oc2ccccc2C(=O)C1C(=O)c1ccccc1 (some centres undefined)
  -0.9	-2.5	-5
CC(CC(=O)N(C)CC(=O)Nc1ccc(N2CCOCC2)cc1)c1ccccc1 (centres undefined)
  0.0	1.1	4
COc1ccccc1C(=O)COC(=O)CCCN=C1NS(=O)(=O)c2ccccc21
  0.4	0.7	0
C=CCNC(=O)C1CC1(c1cccc(C)c1)c1cccc(C)c1 (centres undefined)
  -1.5	-1.9	-1
CCCCCCSc1ccc(-c2nc3ccccn3c2NCCCC)cc1
  -0.1	-0.2	-5
CSCCC(NC(=O)c1ccccc1Cl)C(=O)N(C)CC(=O)Nc1ccc(N2CCOCC2)cc1 (centres undefined)
  -0.7	-0.6	1
O=C1NC[C@@H](c2ccccc2)OC(=O)[C@H](Cc2ccc(F)cc2)CC/C=C/C[C@H]1CC(=O)N(CCO)Cc1ccccc1
  1.8	-0.1	-4
CCC(C)Sc1ccc(-c2nc3cc(C)ccn3c2NC2CCCCC2)cc1 (centres undefined)
  -0.7	-1.1	-6&-6
CC(C)CN(C(=O)CCc1ccccc1Cl)c1c(N)n(Cc2ccccc2)c(=O)[nH]c1=O
  -1.0	-1.1	-5
CCc1cccc2c(C(=O)CSc3nnc(C4CC4)o3)c[nH]c12
  6.8	4.8	-8
CC(C)NC(=O)Nc1cccc2c1O[C@H](CN(C)C(=O)NC1CCCCC1)[C@@H](C)CN([C@H](C)CO)C2=O
  1.6	0.9	-3
CCN(C(=O)CSc1nnnn1-c1ccc(Cl)cc1)C1CCS(=O)(=O)C1 (centres undefined)
  1.2	0.4	-5
COc1cccc(NC(=O)CN(C)C(C)C(=O)N2CCCCC2)c1 (centres undefined)
  0.9	0.4	3
CN(c1ccc(F)cc1)S(=O)(=O)c1ccc(Cl)c(C(=O)OCC(=O)NC2CC2)c1
  1.6	2.3	-6
Cc1ccc(C)c(NC(=O)CN(C)C(=O)c2ccccc2Cc2ccccc2)c1
  -1.0	-2.2	-1
O=C(CNS(=O)(=O)c1ccc2c(c1)OCCCO2)N1CCN(c2ccc(F)cc2)CC1
  7.1	6.0	-5
O=C(COC(=O)/C=C/c1ccccc1Cl)NC1CCCC1
  0.0	-0.3	-7
COc1ccc(C(=O)OCc2ccccc2F)cc1S(=O)(=O)N1CCCC1
  1.2	-0.4	-4
O=C1C=C(c2ccc(-c3ccccc3)c(F)c2)C[C@@H](c2ccc3c(c2)OCO3)C1
  0.6	1.2	-5
COC(=O)C1=C(C(=O)OC)[N+]2=C3N(C(=O)NC2(C)C)[C@H](CO)C[C@@]32c3ccccc3N(Cc3ccccc3)[C@@H]12
  -0.2	-0.9	0

# Some of these compounds in order of SMILES length, descending.
# Below each SMILES – V1aR counter	OXTR agonist	GalR3 antagonist
COc1ccc(-c2nc(SCC(=O)N(CC(C)C)c3c(N)n(Cc4ccccc4)c(=O)[nH]c3=O)n[nH]2)cc1
  0.4	1.4	-2
CC(=O)N1CCN(C(=O)c2cccc(S(=O)(=O)N3CCN(c4ccc(F)cc4)CC3)c2)CC1
  -0.7	-1.7	-3
Cc1cc(C)c(S(=O)(=O)N2CCCCC2CCNC(=O)C(=O)NCc2ccccn2)c(C)c1 (centres undefined)
  -0.7	-1.5	-1
COc1ccccc1C(=O)COC(=O)CCCN=C1NS(=O)(=O)c2ccccc21
  0.4	0.7	0
O=C(CN1C(=O)NC2(CCCCC2)C1=O)NCCc1ccc(Cl)cc1Cl
  0.3	0.1	-5
